High-throughput results (PubChem)
hcDAF12 agonist: H. contortus DAF-12 nuclear receptor activators, primary screen, cell-based, luminescence, HEK293, lit1-tk-luc reporter | HEK293 hcDAF-12 lit1-tk-luc reporter; 0% DMSO, 100% Δ7-dafachronic acid | activation, % at 6.8 µM | actives 1.4% (n = 370,000) | AID 652067, 2013;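 active means activation above the mean of all tested compounds plus 3 SD, cut at about 5.5% in these data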;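 further: 100% = response to 3 µM Δ7-dafachronic acid high control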
ssDAF-12 act: S. stercoralis DAF-12 nuclear receptor activators, primary screen, cell-based, luminescence, HEK293, GRIP1 co-expression, lit1-tk-luc. Nuclear hormone receptor DAF-12 (Strongyloides stercoralis). HEK293 ssDAF-12/GRIP1 lit1-tk-luc reporter; % of 3 µM dafachronic acid response. activation, % at 6.8 µM. actives 1% (n = 370,000);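 active means activation above the mean over all tested compounds plus 3 SD, cut at about 0.9% in these data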;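 further: 0% = DMSO-only wells and 100% = 3 µM delta7-dafachronic acid wells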
sPLA2-III inh: human group III sPLA2 inhibitors, primary screen, biochemical, QFRET, BODIPY PC-A2 liposome substrate | QFRET BODIPY PC-A2 liposome hydrolysis, fluorescence | AID 743126, 2013 | inhibition, % at 12.2 µM | actives 0.56% (n = 370,000);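 active means inhibition above mean plus 3 SD of compounds lying within the high and low control bounds, cut at about 19% in these data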;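 further: 0% = median of test compound wells and 100% = no enzyme DMSO wells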
Target sequence (Q9NZ20 whole entry, looked up): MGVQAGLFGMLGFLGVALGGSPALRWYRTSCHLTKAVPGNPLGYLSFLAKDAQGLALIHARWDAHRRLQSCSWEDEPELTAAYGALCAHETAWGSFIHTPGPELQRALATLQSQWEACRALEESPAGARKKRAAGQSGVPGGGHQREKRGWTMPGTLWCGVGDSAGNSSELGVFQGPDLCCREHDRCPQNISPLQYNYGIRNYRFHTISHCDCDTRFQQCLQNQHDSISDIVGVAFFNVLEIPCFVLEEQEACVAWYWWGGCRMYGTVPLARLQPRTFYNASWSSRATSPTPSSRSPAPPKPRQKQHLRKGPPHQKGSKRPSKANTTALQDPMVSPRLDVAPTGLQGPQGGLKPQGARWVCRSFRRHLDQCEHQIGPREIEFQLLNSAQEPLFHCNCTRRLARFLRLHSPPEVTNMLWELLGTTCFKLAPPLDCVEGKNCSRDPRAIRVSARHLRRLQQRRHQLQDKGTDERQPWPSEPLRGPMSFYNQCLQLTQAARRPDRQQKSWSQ
NR1D1 modulator: modulators of Rev-erb alpha DNA binding, primary screen, biochemical, FITC-DNA, fluorescence polarization, uHTS; activity, % at 10 µM; actives 0.79% (n = 370,000); AID 1259318, 2017; Rev-erbα–FITC-DNA binding, 90 min;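 active means activity above about 14%, limit read from the data; passing the limit was not always enough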;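 further: 0% = DMSO wells with 35 nM protein and 100% = DMSO wells with 750 nM protein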
PLC-beta3 inh: human PLC-beta3 inhibitors, primary screen, biochemical, fluorescence | 1-phosphatidylinositol 4,5-bisphosphate phosphodiesterase beta-3 (Homo sapiens), Q01970 | Purified PLC-beta3, fluorogenic substrate | inhibition, % at 12.2 µM | actives 0.18% (n = 370,000); in the data active means inhibition above about 11%;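 further: 0% = median of compound wells on plate and 100% = full blocker control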
DAX1 inh-1: DAX1 (NR0B1) inhibitors, primary screen, cell-based, HEK293, Gal4-DAX1, luciferase luminescence; inhibition, % at 6.75 µM; HEK293 Gal4-DAX1 luciferase reporter; Nuclear receptor subfamily 0 group B member 1 (Homo sapiens), P51843; AID 504766, 2011; actives 0.99% (n = 340,000);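 active means inhibition above the mean over all tested compounds plus 3 SD, cut at about 4.2% in these data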;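 further: 0% = DAX1-transfected cells with DMSO and 100% = empty-vector control cells with DMSO; inhibition shows as a rise in luminescence from relieved DAX1 repression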
Target sequence (P51843 207-470 limits assumed): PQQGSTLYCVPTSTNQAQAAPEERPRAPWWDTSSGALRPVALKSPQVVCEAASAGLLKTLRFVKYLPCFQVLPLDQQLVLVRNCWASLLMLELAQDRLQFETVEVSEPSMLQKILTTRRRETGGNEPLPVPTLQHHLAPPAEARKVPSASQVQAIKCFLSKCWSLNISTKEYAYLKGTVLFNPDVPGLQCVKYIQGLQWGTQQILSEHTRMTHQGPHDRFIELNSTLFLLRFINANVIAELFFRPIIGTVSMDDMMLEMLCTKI
SMARCA2 act: SMARCA2 (BRM) function activators, primary screen, cell-based, luminescence, high throughput | activation, % at 9.1 µM | MG213 cells, MMTV-luciferase reporter, dexamethasone, overnight | actives 1% (n = 370,000); in the data active means activation above about 7.8%;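 further: 0% = vehicle wells and 100% = reference activator wells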
PG9 Ab binder: binders of HIV-1 gp120 antibody PG9, primary screen, biochemical, TR-FRET | TR-FRET gp120-PG9 antibody binding | inhibition, % at 6.7 µM | actives 0.43% (n = 360,000) | AID 624416, 2012; in the data active means inhibition above about 8.5%
hgDAF-12 ag: H. glycines DAF-12 receptor agonists, primary screen, cell-based, luminescence, HEK293, GAL4 fusion, UAS-luciferase | AID 687014, 2013 | actives 1.8% (n = 370,000) | activation, % at 6.8 µM | HEK293 GAL4-hgDAF12 UAS-luciferase reporter, agonist luminescence; normalized to butyrate control;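 active means activation above a cutoff set at the mean of all screened compounds plus 3 SD, cut at about 10% in these data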;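 further: 0% = DMSO wells and 100% = sodium butyrate wells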
GAA850 FXN act: FXN promoter activators, primary screen, cell-based, luciferase luminescence, HEK293 lucGAA850; actives 0.56% (n = 360,000); activation, % at 6 µM; HEK293 lucGAA850 FXN promoter luciferase reporter, 24 h; percent of 10 µM SAHA response;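 active means activation above the average of all compounds screened plus 3 SD, cutoff fixed separately per campaign, cut at about 7.5% in these data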;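 further: 0% = DMSO wells and 100% = 10 µM SAHA wells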
DAX1 inh-2: DAX1 (NR0B1) inhibitors on StAR promoter, primary screen, cell-based, luminescence, SF-1 (NR5A1), full-length DAX-1; HEK293T StAR-luciferase reporter, SF-1/DAX-1 repression relief; inhibition, % at 6.8 µM; actives 1.1% (n = 370,000); AID 652010, 2013;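 active means inhibition above the mean over all tested compounds plus 3 SD, cut at about 3.6% in these data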;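 further: 0% = DAX-1 cells with DMSO and 100% = cells lacking DAX-1 with DMSO; higher inhibition means more luminescence from relief of DAX-1 repression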
Numbers without * were called inactive; i = inactive; . = not tested or not shown. An unsorted share of the library; any-hit rate near 7%.

SMILES	hcDAF12 agonist	ssDAF-12 act	sPLA2-III inh	NR1D1 modulator	PLC-beta3 inh	DAX1 inh-1	SMARCA2 act	PG9 Ab binder	hgDAF-12 ag	GAA850 FXN act	DAX1 inh-2
Cc1cc(=O)n2nc(N3CCCC3C(=O)NCCCN3CCCCC3)sc2n1 (centres undefined)	0.6	-1.2	7	-2	3	-0.3	-5	0.7	-0.9	0.8	0.2
CC(C)Cc1nnc(NC(=O)CSc2nc(=O)cc(N)n2-c2ccccc2)s1	-0.4	-1.2	-8	-1	1	-0.3	0	-0.1	-1.3	1.0	0.2
CCOc1ccc(NC(=O)CCNS(=O)(=O)c2ccc3c(c2)oc(=O)n3C)cc1	5.9*	-0.6	4	0	1	-0.4	8.0*	-2.3	0.9	-0.2	-2.0
COc1ccc(N2CC(C(=O)NCCC3=CCCCC3)CC2=O)cc1 (centres undefined)	0.2	-1.3	3	9	-1	0.2	-3	0.3	-0.4	0.2	-0.8
CCN(C(=O)CSc1nc2ccc(OC)cc2[nH]1)C1CCS(=O)(=O)C1 (centres undefined)	-0.6	-0.8	3	5	2	-1.0	-3	-1.3	0.8	0.2	0.1
CSCC(=O)NCC1(N(C)Cc2ccccc2)Cc2ccccc2C1	-0.3	-1.5	-2	-3	-2	-0.1	0	-3.2	2.0	0.0	0.3
O=C(/C=C/c1ccccc1Cl)c1cccnc1	-1.4	-1.2	6	3	1	3.0	-4	0.5	-2.0	-1.4	-0.3
O=C(NN=C1CCCC1)c1ccccc1OCCOc1ccccc1	1.1	0.4	0	2	2	0.9	2	-0.7	-3.3	3.9	-0.4
COc1ccc(OC)c(/C=N/NC(=O)c2cc3c(OC)cc(OC)cc3[nH]2)c1	-0.5	-1.5	-46	0	i	1.4	1	-2.5	1.4	0.8	-0.7
COc1c2ccoc2c(OC[C@@H](OC(C)=O)C(C)(C)O)c2oc(=O)ccc12	-1.1	-1.4	1	-1	-48	-0.5	0	0.5	0.7	-2.6	0.0
COc1ccc(CCNC(=O)c2ccc(CN3CCOCC3)cc2)cc1	-1.7	-1.7	2	-2	2	-0.3	2	-0.6	0.7	2.3	-0.1
Cc1ccc(NS(=O)(=O)c2ccc(C(=O)N3CCN(c4ccccn4)CC3)cc2)cc1	-3.2	-1.9	-20	-2	-1	-2.0	-1	1.0	-5.3	-1.7	-1.9
O=[N+]([O-])c1ccc(S(=O)(=O)N2CCN=C2SCc2ccc(F)cc2)cc1	-0.6	-0.6	9	-4	-9	2.5	0	-2.5	-1.3	1.1	-1.2
Clc1ccc(-n2nnnc2Sc2ncnc3sccc23)cc1	-0.2	-1.0	-4	3	2	-1.7	-8	-1.0	-0.2	-10	-2.5
Cc1ccc(C)c(S(=O)(=O)N(C)c2ccc(OC(=O)C3CCN(C(=O)c4ccc(F)cc4)CC3)cc2)c1	-0.2	-0.9	-23	-2	0	-0.8	2	0.8	-2.1	2.1	0.4
CCN(CC)C(=O)C1CCN(S(=O)(=O)c2c(C)noc2/C=C/c2cccc(C)c2)CC1	-2.3	-1.7	-29	4	-13	1.5	-3	0.2	0.6	-0.4	-2.1
CCc1ccc(OCC(=O)Nc2cccc3nsnc23)cc1	-0.2	-0.7	0	-2	-147	0.2	-1	-2.3	0.3	3.6	0.1
COC(=O)C1=C(C)N(c2ccc(C)cc2)/C(=C/c2ccc(O)cc2)C1=O	0.1	-1.8	-13	-1	-2	-0.1	1	-4.2	-0.3	-2.5	0.6
Cc1ccccc1NS(=O)(=O)c1nnc(NC(=O)C(C)C)s1	-0.8	-0.2	-1	4	-3	-0.1	-1	0.5	1.9	0.1	-0.1
Cc1ccc2nc(N3CCN(c4cccc(C)c4C)CC3)c3nnnn3c2c1	1.9	-1.1	-5	28*	-6	3.2	-2	-0.8	2.4	3.8	0.0
CC1(C)NC(C)(C)C(O)(C(N)=O)C1=O (centres undefined)	0.6	-1.7	8	-3	5	0.5	-2	1.5	-2.8	-0.1	-0.1
CCCNC(=O)NC(=O)CSc1nc2ccccc2n1CC(C)C	-3.1	-0.9	-3	-2	-4	-0.9	-6	-0.3	0.4	2.9	0.2
Cc1cc(CSc2ccccc2)ccc1NC(=O)COc1ccccc1C	-1.8	-0.6	-3	7	3	1.0	-2	-0.2	0.2	2.8	0.2
C=CCSc1nc(N)c(NC(=O)c2ccco2)c(=O)[nH]1	1.8	-1.3	1	14	2	-0.3	-2	-0.7	4.5	14*	0.4
COc1ccc(-c2c(C)nc3c(-c4ccsc4)cnn3c2N)cc1	3.1	-0.6	-2	108*	-48	5.2*	6	36*	7.0	6.9	1.7
(next part)
SMILES	hcDAF12 agonist	ssDAF-12 act	sPLA2-III inh	NR1D1 modulator	PLC-beta3 inh	DAX1 inh-1	SMARCA2 act	PG9 Ab binder	hgDAF-12 ag	GAA850 FXN act	DAX1 inh-2
COC(=O)c1[nH]c2cc(OC)c(OC)cc2c1/C=N/Nc1ccccc1	1.5	-1.3	1	8	i	-1.2	-1	-3.4	-0.2	2.3	-0.5
CCCCn1c(Nc2ccccc2)nc2ccccc21	-1.2	-0.8	-1	10	1	0.0	3	-1.1	0.9	0.0	0.3
O=C(CNc1cccc(Br)c1)Nc1ccc(S(=O)(=O)N2CCCCC2)cc1	-0.5	-0.9	-18	-1	0	2.0	-2	-0.1	-2.5	-1.0	-0.5
CC1CC(=O)Nc2ccccc2N1C(=O)COc1ccc2ccccc2c1 (centres undefined)	2.4	-0.4	10	4	-4	2.6	-7	-0.5	1.0	1.0	-0.1
O=C(NCc1ccc2c(c1)OCO2)C(=O)NCC(c1ccco1)N1CCN(c2ccccc2)CC1 (centres undefined)	-2.0	-1.3	-8	-3	-6	2.0	4	-0.3	2.2	0.1	-0.2
Cc1ncoc1C(=O)Nc1nccs1	0.1	-1.6	2	-3	-2	0.3	-3	2.1	1.4	-3.2	-0.4
CCNC(=S)N/N=C/c1ccc(C(=O)O)cc1	0.7	-0.7	6	2	0	0.6	-2	-0.2	-4.1	-0.7	0.5
CCOc1ccc(S(=O)(=O)Nc2cccc(-c3ccc(N4CCCCCC4)nn3)c2)cc1	-0.1	-0.8	-24	-12	-8	0.4	5	-0.4	4.2	2.3	0.0
O=C(N/N=C/c1ccc([N+](=O)[O-])o1)c1ccccc1-n1cccc1	-2.2	-1.2	-8	4	-4	-2.6	-3	-1.4	-4.9	-2.3	-1.6
O=C(Nc1ccccc1)C1=C[C@@H](C2CCCCC2)C[C@@H](OCCCCO)O1	-4.2	-2.7	-3	0	1	-0.5	-4	-0.5	-9.8	0.2	-1.2
CC(=O)Oc1ccc(-c2csnn2)cc1	-1.3	-1.0	0	1	-3	1.1	1	-0.8	0.8	-0.2	-0.2
COCC1CCN(Cc2nc(-c3ccc(OC)cc3)no2)CC1	0.2	-0.9	4	0	-2	0.1	-2	-4.7	0.1	1.4	-0.5
COc1cc(-c2[nH]ncc2CN2CCc3sccc3C2)cc(OC)c1OC	0.9	-1.5	-5	5	-6	-0.3	2	-1.3	-1.6	1.0	-0.8
CCOc1ccccc1NC(=S)C(=C([O-])c1ccc2c(c1)OCCO2)[n+]1ccc(CC)cc1	-1.0	-0.9	14	2	-18	.	-2	-1.6	-0.5	-0.1	-0.6
CCN(CC)CCN(C(=O)c1ccc2c(c1)OCCO2)c1nc2ccc(C)cc2s1	-1.5	0.3	4	-2	-6	0.4	-1	-1.7	3.5	3.0	0.7
O=c1cc(N2CCN(Cc3ccccc3)CC2)[nH]c(=O)n1-c1ccc(Br)cc1	0.6	-0.9	7	-4	-12	0.2	-5	-1.8	0.9	0.1	0.5
COc1cccc(C2C(C(=O)c3cc4ccccc4o3)=C(O)C(=O)N2CCN2CCOCC2)c1 (centres undefined)	1.2	-0.9	1	-2	-31	-0.5	-3	15*	5.8	2.2	0.1
CCOc1ccccc1CN1C(=O)c2ccccc2C1C(=O)NCC1CCCO1 (centres undefined)	-2.7	-0.6	-3	-1	3	1.0	0	-0.2	-1.3	-1.7	-0.2
O=C(O)CCCn1cc(NC(=O)c2sc3ccccc3c2Cl)cn1	-0.4	-0.9	1	4	-7	1.1	-3	-1.1	-0.6	-2.1	0.0
CCC(C)n1c(-c2cccc(S(=O)(=O)N(CC)CC)c2)n[nH]c1=S (centres undefined)	-1.2	-1.4	18	-5	4	2.1	2	0.4	-4.9	0.3	-0.1
Cc1cccc(C(=O)NCC(=O)OCCOc2ccccc2Cl)c1	-2.5	0.6	-7	-6	-3	1.2	0	0.4	1.6	2.9	1.1
COc1cc(/C=C/C(=O)OCC(=O)NC(C)c2ccccc2)cc(OC)c1OC (centres undefined)	-0.2	-1.1	2	3	-76	-1.7	-2	1.0	2.1	-0.7	-0.9
CC(NC(=O)CN1CCN(S(=O)(=O)c2ccc(Br)cc2)CC1)c1ccccc1 (centres undefined)	-0.7	-1.2	-6	9	-7	-0.2	-1	-2.3	-0.1	-0.3	0.0
O=C(Nc1ccnn1C1CCN(Cc2ccc3nonc3c2)CC1)c1cccc(F)c1	-2.4	-1.8	1	-3	-4	0.2	-1	0.8	-1.8	-2.6	-3.5
CSc1ccccc1NC(=O)CCn1c(=O)sc2ccccc21	-0.5	-0.8	-2	0	3	0.1	1	-0.7	-1.1	-1.2	0.1
CCCN(CC(=O)Nc1ccccc1C)C(=O)C1CCN(S(=O)(=O)c2ccc3c(c2)OCCO3)CC1	-0.6	-0.9	-7	4	-7	-0.5	1	1.1	1.8	0.5	1.0
Cc1ccc(S(=O)(=O)NCCCN2CCOCC2)cc1C	-0.4	-0.7	1	-2	0	-0.4	-4	0.9	1.6	-0.8	0.3

Compounds shown so far that contain a Cl atom (4):
SMILES	hcDAF12 agonist	ssDAF-12 act	sPLA2-III inh	NR1D1 modulator	PLC-beta3 inh	DAX1 inh-1	SMARCA2 act	PG9 Ab binder	hgDAF-12 ag	GAA850 FXN act	DAX1 inh-2
O=C(/C=C/c1ccccc1Cl)c1cccnc1	-1.4	-1.2	6	3	1	3.0	-4	0.5	-2.0	-1.4	-0.3
Clc1ccc(-n2nnnc2Sc2ncnc3sccc23)cc1	-0.2	-1.0	-4	3	2	-1.7	-8	-1.0	-0.2	-10	-2.5
O=C(O)CCCn1cc(NC(=O)c2sc3ccccc3c2Cl)cn1	-0.4	-0.9	1	4	-7	1.1	-3	-1.1	-0.6	-2.1	0.0
Cc1cccc(C(=O)NCC(=O)OCCOc2ccccc2Cl)c1	-2.5	0.6	-7	-6	-3	1.2	0	0.4	1.6	2.9	1.1
